Source: PubChem (several laboratories)
HTR5A inv ag: HTR5A inverse agonism, opioid heterodimer counter-screen; HTR5A cell line, luminescence; inhibition, % at 9.3 µM; 340,000 tested, 0.083% active; in the data active = inhibition mostly above about 23%, no sharp cut-off; inactive = mostly below about 18%;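 also: 0% = cells with DMSO and 100% = no-cell wells with DMSO; some compounds called inactive have numbers as strong as hits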
Target sequence (P47898 whole entry, looked up): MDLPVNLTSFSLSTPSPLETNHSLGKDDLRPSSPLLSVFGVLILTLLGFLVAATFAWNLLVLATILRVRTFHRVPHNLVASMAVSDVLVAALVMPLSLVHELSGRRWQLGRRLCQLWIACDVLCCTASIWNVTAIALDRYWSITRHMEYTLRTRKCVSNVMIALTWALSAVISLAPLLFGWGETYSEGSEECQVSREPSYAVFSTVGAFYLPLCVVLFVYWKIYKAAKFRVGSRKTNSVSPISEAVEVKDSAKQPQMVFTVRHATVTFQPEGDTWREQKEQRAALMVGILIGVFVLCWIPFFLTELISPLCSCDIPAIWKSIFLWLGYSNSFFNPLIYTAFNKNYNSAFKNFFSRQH
HTR5A ag ctr: HTR5A agonism, opioid heterodimer counter-screen. P47898. HTR5A agonist assay, luminescence, cell-based. activation, % at 9.3 µM. 340,000 tested, 0.61% active; in the data active = activation mostly above about 9.5%, no sharp cut-off; inactive = mostly below about 7.6%;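 also: 0% = cells with vehicle only and 100% = reference agonist; strong numbers were not always called active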
MOR-DOR inv ag: inverse agonists of human mu-delta opioid receptor heterodimerization; cell-based MOR-DOR heterodimer luminescence, inverse agonism; P35372+P41143; inhibition, % at 9.3 µM; 340,000 tested, 0.21% active; AID 504357; in the data active = inhibition above about 22%, passing the limit was not always enough;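 also: 0% = cells with DMSO and 100% = wells without cells with DMSO; values of inactives mirror those of a sister screen read the other way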
V-ATPase pH: yeast V-ATPase proton transport regulation by pHLuorin; S. cerevisiae, pHLuorin cytosolic pH fluorescence; 350,000 tested, 0.37% active; response, % at 10 µM; in the data active = response mostly above about 7.3%, no sharp cut-off; inactive = mostly below about 5.4%; also: actives read high; inactives centre near 0; some compounds called inactive have numbers as strong as hits; reference of the scale not given here
RTF Ca sens inh: cardiac RTF calcium desensitization; IANBD-labeled cardiac RTF, Ca2+ fluorescence; P19429+P45379; inhibition, % at 7.15 µM; 340,000 tested, 0.12% active;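 active = inhibition above the mean inhibition of all tested compounds plus 3 SD, cut at about 17% in these data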;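 also: assay run at fixed EC70 calcium of 1.6 mM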
CAL PDZ FP: blocks peptide binding to the human CAL PDZ domain; Q9HD26; purified CAL PDZ, TMR-peptide fluorescence polarization, 1 h; inhibition, % at 24.9 µM; 300,000 tested, 0.92% active;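 active = mean inhibition of at least 30% with at least half of replicates also reaching 30%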;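 also: 0% = DMSO neutral control and 100% = excess unlabeled competitor peptide PRC23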
OPRM1-OPRD1 ag: OPRM1-OPRD1 heterodimerization agonism; P35372+P41143; cells, luminescence; activation, % at 9.3 µM; 340,000 tested, 0.3% active; in the data active = activation above about 18%;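 also: 0% = vehicle-treated cells and 100% = reference agonist; values of inactives mirror those of a sister screen read the other way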
LANA DNA inh: KSHV C-LANA DNA binding inhibition | inhibition, % at 9 µM | MBP-C-LANA/FAM-LBS DNA binding, fluorescence polarization | 340,000 tested, 0.078% active;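 active = highest replicate inhibition at or above 60% at 9 µM, even if other replicates fall short; inactive = all replicates below 60% inhibition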;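 also: 0% = neutral control wells and 100% = 4 µM acridine orange control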
cardiac RTF act: cardiac RTF calcium sensitization | P19429+P45379 | IANBD-labeled TnC RTF fluorescence at EC20 calcium; 0% EC20 calcium, 100% full calcium | activation, % at 7.2 µM | 340,000 tested, 0.24% active | AID 493008;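 active = activation above the mean over all tested compounds plus 3 SD, cut at about 30% in these data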;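 also: rise in fluorescence read as greater calcium sensitivity of cardiac thin filaments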
Keap1 Nrf2 FP: Keap1-Nrf2 (human) interaction inhibition; Q14145; Keap1 Kelch-Nrf2 peptide fluorescence polarization, 1536-well; inhibition, % at 9.4 µM; 340,000 tested, 0.15% active; in the data active = inhibition above about 12%;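 also: human Keap1 Kelch domain with fluorescein labeled Nrf2 9mer peptide probe; 0% = neutral control wells and 100% = peptide positive control; higher means more block of Keap1 binding to Nrf2 peptide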
Target sequence (Q14145 whole entry, looked up, the tested form may be a part): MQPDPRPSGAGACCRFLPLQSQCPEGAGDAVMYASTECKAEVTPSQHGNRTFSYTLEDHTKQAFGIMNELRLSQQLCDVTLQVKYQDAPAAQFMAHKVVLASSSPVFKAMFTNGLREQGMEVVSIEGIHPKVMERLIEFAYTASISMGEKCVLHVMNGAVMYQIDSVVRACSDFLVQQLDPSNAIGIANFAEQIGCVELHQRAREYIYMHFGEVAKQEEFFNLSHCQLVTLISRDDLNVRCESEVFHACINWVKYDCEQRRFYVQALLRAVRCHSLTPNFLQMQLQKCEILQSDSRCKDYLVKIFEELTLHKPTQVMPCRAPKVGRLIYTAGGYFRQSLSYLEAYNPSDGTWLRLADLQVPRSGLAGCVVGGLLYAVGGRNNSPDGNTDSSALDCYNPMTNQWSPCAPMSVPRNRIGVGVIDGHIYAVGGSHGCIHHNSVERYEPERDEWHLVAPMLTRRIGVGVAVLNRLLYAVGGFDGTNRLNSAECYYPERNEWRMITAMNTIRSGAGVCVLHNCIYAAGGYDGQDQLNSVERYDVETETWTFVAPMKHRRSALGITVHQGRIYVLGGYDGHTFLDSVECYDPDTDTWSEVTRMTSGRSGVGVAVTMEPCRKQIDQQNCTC
Starred values were filed as active, the others as inactive; / = not tested or not shown.

Keys – A = HTR5A inv ag; B = HTR5A ag ctr; C = MOR-DOR inv ag; D = V-ATPase pH; E = RTF Ca sens inh; F = CAL PDZ FP; G = OPRM1-OPRD1 ag; H = LANA DNA inh; I = cardiac RTF act; J = Keap1 Nrf2 FP
CC1CCN(C(=O)CC(NC(N)=O)c2ccccc2Cl)CC1 (stereo unspecified)
  A: 5; B: -2; C: -16; D: -1; E: 2; F: -2; G: 2.0; H: 0.5; I: -10; J: 1

COC(=O)C1=C(C)N(c2ccccc2)/C(=C/c2ccco2)C1=O
  A: 0; B: -2; C: 9; D: 1; E: 0; F: -3; G: -1.8; H: -11; I: -2; J: -22

COc1ccc(N2CCN(C3CCCN(C(=O)c4ccoc4)C3)CC2)cc1 (stereo unspecified)
  A: 25; B: -10; C: -5; D: 0; E: 1; F: 8; G: 1.3; H: -1.3; I: 3; J: -5

CCOc1ccc(CN2CCN(CC3=Cc4cccc(OC)c4OC3)CC2CCO)cc1 (stereo unspecified)
  A: 23; B: 6; C: -15; D: -5; E: 1; F: 7; G: 2.1; H: -0.6; I: 0; J: 5

C/C(O)=c1/ccc2cccc3nc(C)nc1c23
  A: -27; B: 9; C: -14; D: -2; E: -39; F: 3; G: 2.5; H: 18; I: 15; J: 6

COc1ccc(C2CC(c3ccc(OC)cc3O)=NN2C(=O)c2ccccc2)cc1 (stereo unspecified)
  A: 17; B: -5; C: 24; D: 5; E: -5; F: 19; G: -4.8; H: -1.7; I: -3; J: -6

O=C(N/N=C/c1ccccc1C(=O)O)c1cc(-c2ccc3c4c(cccc24)CC3)n[nH]1
  A: -2; B: 4; C: 12; D: -1; E: -22; F: -8; G: -2.6; H: -1.0; I: 0; J: -2

Cc1ccc(-n2c(SCC(=O)N3CCCCC3)nc(O)cc2=O)cc1
  A: 16; B: 0; C: 8; D: -2; E: -1; F: 7; G: -1.7; H: -0.6; I: -3; J: 2

CCOc1ccc(NS(=O)(=O)c2cc(OCC(N)=O)c(C)cc2Cl)cc1
  A: -14; B: 3; C: 1; D: 2; E: -1; F: -1; G: -0.1; H: 0.7; I: 12; J: 5

CS(=O)CSc1nc2c(cc1C#N)CCCC2 (stereo unspecified)
  A: -5; B: 2; C: -1; D: -2; E: 7; F: -3; G: 0.1; H: 0.1; I: 5; J: 0

CCCNC(=S)NC1CC2CCCC(C1)N2Cc1ccc(F)cc1 (stereo unspecified)
  A: -11; B: 3; C: -1; D: 2; E: -4; F: 0; G: 0.3; H: 1.3; I: 2; J: -3

CCC(C)c1ccc(N(CC(=O)NC(C)(C)C)C(=O)CNC(=O)c2cccs2)cc1 (stereo unspecified)
  A: -5; B: 2; C: -5; D: 3; E: -10; F: 32*; G: 1.0; H: -0.4; I: -4; J: 1

COc1cc(C2(c3ccc(O)c(OC)c3)C(=O)Nc3c(C)cc(Br)cc32)ccc1O
  A: 2; B: 5; C: -7; D: 0; E: -4; F: /; G: 1.4; H: 0.6; I: -7; J: 1

OC1CCCCC1Sc1nc2ccccc2s1 (stereo unspecified)
  A: 13; B: -5; C: -4; D: 1; E: -5; F: -1; G: 0.6; H: -1.4; I: -5; J: -1

COc1ccc(CNCCNC(=O)c2ccco2)c(OC)c1OC
  A: -5; B: 1; C: 1; D: -2; E: 2; F: -1; G: -0.1; H: -1.4; I: 3; J: -3

COc1cc2c(c(O)c1OC)-c1c(cc(OC)c(OC)c1OC)C[C@@H](C)[C@@H](C)C2
  A: 11; B: -4; C: 10; D: 0; E: 1; F: 0; G: -1.8; H: 2.1; I: 2; J: -4

CCOc1ccc(Cl)cc1S(=O)(=O)NCc1cccnc1
  A: -10; B: 3; C: 7; D: -4; E: 1; F: -3; G: -1.3; H: -0.5; I: 1; J: -5

COc1ccc(N2CCN(c3ncnc4sc(C(=O)NCC5CCCO5)c(C)c34)CC2)cc1 (stereo unspecified)
  A: -2; B: 3; C: -5; D: 4; E: -18; F: 3; G: 0.7; H: -1.8; I: 0; J: -3

COC(=O)c1ccc(S(=O)(=O)NCc2ccc(OC)cc2)n1C
  A: -28; B: 9; C: 9; D: 2; E: -9; F: -3; G: -1.7; H: 0.9; I: 2; J: 1

O=C(/C=C/c1ccccc1Cl)N1CCCN(C(=O)/C=C/c2ccccc2Cl)CC1
  A: -3; B: 5; C: -2; D: -7; E: 0; F: -4; G: 0.3; H: -1.6; I: -6; J: 2

CC(C)[C@H](NS(=O)(=O)c1cccc(Cl)c1)C(=O)OCC(=O)N1CCN(c2ccccc2)CC1
  A: -26; B: 8; C: -19; D: 1; E: 3; F: 3; G: 3.6; H: 0.9; I: 7; J: -2

COc1cc(OC)cc(C(=O)Nc2nnc(SCC(=O)NCc3ccco3)s2)c1
  A: -11; B: 3; C: 1; D: -3; E: -2; F: -5; G: -0.2; H: 0.5; I: 1; J: 3

COc1ccc(CNC(=O)COc2ccc(C)nc2[N+](=O)[O-])cc1
  A: 3; B: -1; C: 9; D: -6; E: 5; F: -5; G: -1.9; H: 1.2; I: -4; J: 1

O=C(CNc1cccc(C(F)(F)F)c1)N/N=C/c1cccc(Br)c1
  A: -26; B: 7; C: -42; D: 6; E: -2; F: -5; G: 8.0; H: 1.7; I: 2; J: -1

CNC(=S)N1CCn2cccc2C1c1ccc(F)cc1 (stereo unspecified)
  A: -20; B: 8.0*; C: -1; D: -5; E: 0; F: 1; G: 0.3; H: -1.7; I: -1; J: -3

COCCNC(=O)c1c(N)n(-c2cccc(C)c2)c2nc3ccccc3nc12
  A: -28; B: 10; C: -1; D: -3; E: 0; F: 0; G: 0.2; H: -0.2; I: -2; J: -3

CN1C=C/C(=C\c2cc[n+](C)c3ccccc23)c2ccccc21
  A: -22; B: 8; C: -23; D: 2; E: 1; F: -3; G: 4.5; H: -13; I: 5; J: -5

O=C(CCc1ccccc1Cl)Nc1cc(S(=O)(=O)N2CCOCC2)ccc1N1CCCC1
  A: -14; B: 5; C: 6; D: 4; E: -14; F: /; G: -1.2; H: 3.0; I: -7; J: 1

CC(C)(CNC(=O)c1ccc(NS(=O)(=O)c2ccc(F)c(F)c2)cc1)N1CCOCC1
  A: 11; B: 2; C: -1; D: 7; E: -4; F: -3; G: 0.1; H: -0.3; I: 0; J: -4

O=C(NCc1cccs1)c1ccccc1[N+](=O)[O-]
  A: 14; B: -1; C: 7; D: -3; E: -2; F: 1; G: -1.5; H: 2.2; I: 2; J: -1

CCOC(=O)c1c(NC(=O)CC2SC(=NC)N(C)C2=O)sc(C)c1C (stereo unspecified)
  A: 0; B: -3; C: 9; D: 3; E: 7; F: -1; G: -1.7; H: -0.5; I: -2; J: -4

CCOC(=O)CSc1nc(C)c(C(C)=O)cc1C(N)=O
  A: -11; B: 4; C: 4; D: 6; E: -12; F: -3; G: -0.8; H: 0.6; I: -10; J: 3

O=C(Oc1cccc2ccccc12)C1CC1
  A: -3; B: 1; C: 1; D: 1; E: -5; F: /; G: -0.3; H: -0.3; I: -4; J: -4

CCOC(=O)C1C(=O)CC(=O)CC1CC(C)SCC (stereo unspecified)
  A: 14; B: 7; C: 11; D: 6; E: 4; F: 7; G: -2.2; H: 0.5; I: -1; J: -3

CC(C)(C)NCCC(O)c1cc(C(F)(F)F)nc2c(C(F)(F)F)cccc12 (stereo unspecified)
  A: -2; B: 0; C: -52; D: -5; E: -8; F: -2; G: 10; H: -0.8; I: -1; J: 1

O=C(NC(O)C(=O)c1cccs1)c1cccnc1 (stereo unspecified)
  A: -14; B: -2; C: 10; D: -2; E: 0; F: 0; G: -1.8; H: 0.7; I: -2; J: 0

COCCNC(=O)CSc1ccc(Cl)cc1
  A: 21; B: -2; C: 5; D: 0; E: -6; F: -1; G: -1.0; H: -0.3; I: -1; J: -1

CCC1c2ccc(C)n2CCN1C(=O)Nc1ccccc1C(=O)OC (stereo unspecified)
  A: 1; B: -3; C: 22; D: -2; E: -14; F: 0; G: -4.0; H: 11; I: 8; J: 2

CCOc1ccc(NC(=O)CN(C)C(=O)c2ccccc2SCC(=O)N2CCCC2)cc1OCC
  A: -12; B: 5; C: 10; D: 0; E: 0; F: 5; G: -1.9; H: /; I: 8; J: /

Cc1c(C(=O)N2CCc3ccccc3C2)oc2ccccc12
  A: -37; B: -2; C: 19; D: -1; E: -6; F: -1; G: -5.7; H: -1.0; I: -3; J: -2

CC(=C\c1ccccc1)/C=C1/SC(=S)N(CCCC(=O)O)C1=O
  A: -6; B: 2; C: 8; D: 1; E: 0; F: -6; G: -1.7; H: 2.5; I: -7; J: -1

CCN(CC)c1nc(Nc2ccccc2)nc(Oc2ccc(C(=O)OC)cc2)n1
  A: -8; B: -2; C: 10; D: 7; E: -3; F: /; G: -2.0; H: -1.5; I: 1; J: -1

Cc1ccc(NC(=O)CN(C)C(=O)COc2cccc3cccnc23)cc1
  A: -24; B: 3; C: -1; D: 3; E: -15; F: -1; G: 0.2; H: 1.0; I: -3; J: 3

Cc1ccc(C)c(CSc2nc3[nH]ncc3c(=O)[nH]2)c1
  A: 6; B: 1; C: 10; D: 3; E: 0; F: -2; G: -2.1; H: -1.7; I: -1; J: 2

COc1ccccc1CCNC(=O)C(=O)NCC1OCCN1S(=O)(=O)c1cccs1 (stereo unspecified)
  A: 19; B: 0; C: 15; D: 2; E: -3; F: -1; G: -4.6; H: 0.2; I: 4; J: -3

CC(C)Cn1c(N)c(C(=O)COC(=O)c2ccc(O)cc2)c(=O)n(C)c1=O
  A: -17; B: -3; C: 12; D: -1; E: 3; F: -9; G: -2.4; H: 0.9; I: 0; J: 1

Of the compounds above, these contain an aryl thioether with sulfur outside any ring.
Keys – A = HTR5A inv ag; B = HTR5A ag ctr; C = MOR-DOR inv ag; D = V-ATPase pH; E = RTF Ca sens inh; F = CAL PDZ FP; G = OPRM1-OPRD1 ag; H = LANA DNA inh; I = cardiac RTF act; J = Keap1 Nrf2 FP
Cc1ccc(-n2c(SCC(=O)N3CCCCC3)nc(O)cc2=O)cc1
  A: 16; B: 0; C: 8; D: -2; E: -1; F: 7; G: -1.7; H: -0.6; I: -3; J: 2

CS(=O)CSc1nc2c(cc1C#N)CCCC2 (stereo unspecified)
  A: -5; B: 2; C: -1; D: -2; E: 7; F: -3; G: 0.1; H: 0.1; I: 5; J: 0

OC1CCCCC1Sc1nc2ccccc2s1 (stereo unspecified)
  A: 13; B: -5; C: -4; D: 1; E: -5; F: -1; G: 0.6; H: -1.4; I: -5; J: -1

COc1cc(OC)cc(C(=O)Nc2nnc(SCC(=O)NCc3ccco3)s2)c1
  A: -11; B: 3; C: 1; D: -3; E: -2; F: -5; G: -0.2; H: 0.5; I: 1; J: 3

CCOC(=O)CSc1nc(C)c(C(C)=O)cc1C(N)=O
  A: -11; B: 4; C: 4; D: 6; E: -12; F: -3; G: -0.8; H: 0.6; I: -10; J: 3

COCCNC(=O)CSc1ccc(Cl)cc1
  A: 21; B: -2; C: 5; D: 0; E: -6; F: -1; G: -1.0; H: -0.3; I: -1; J: -1

CCOc1ccc(NC(=O)CN(C)C(=O)c2ccccc2SCC(=O)N2CCCC2)cc1OCC
  A: -12; B: 5; C: 10; D: 0; E: 0; F: 5; G: -1.9; H: /; I: 8; J: /

Cc1ccc(C)c(CSc2nc3[nH]ncc3c(=O)[nH]2)c1
  A: 6; B: 1; C: 10; D: 3; E: 0; F: -2; G: -2.1; H: -1.7; I: -1; J: 2
